Source: PubChem BioAssay
M5 antag: human M5 muscarinic receptor antagonists, primary screen, CHO cells, Fluo-8 calcium fluorescence. CHO-hM5 cells, ACh EC80. inhibition, % at 3 µM. hit rate 0.59% among 360,000. AID 624040, 2012;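 active = inhibition above a per-plate cutoff, the mean of that plate's test compounds plus 3 SD, cut at about 27% in these data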;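 also: 0% = acetylcholine EC80 with DMSO and 100% = DMSO without agonist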
Target sequence (P08912 whole entry, looked up): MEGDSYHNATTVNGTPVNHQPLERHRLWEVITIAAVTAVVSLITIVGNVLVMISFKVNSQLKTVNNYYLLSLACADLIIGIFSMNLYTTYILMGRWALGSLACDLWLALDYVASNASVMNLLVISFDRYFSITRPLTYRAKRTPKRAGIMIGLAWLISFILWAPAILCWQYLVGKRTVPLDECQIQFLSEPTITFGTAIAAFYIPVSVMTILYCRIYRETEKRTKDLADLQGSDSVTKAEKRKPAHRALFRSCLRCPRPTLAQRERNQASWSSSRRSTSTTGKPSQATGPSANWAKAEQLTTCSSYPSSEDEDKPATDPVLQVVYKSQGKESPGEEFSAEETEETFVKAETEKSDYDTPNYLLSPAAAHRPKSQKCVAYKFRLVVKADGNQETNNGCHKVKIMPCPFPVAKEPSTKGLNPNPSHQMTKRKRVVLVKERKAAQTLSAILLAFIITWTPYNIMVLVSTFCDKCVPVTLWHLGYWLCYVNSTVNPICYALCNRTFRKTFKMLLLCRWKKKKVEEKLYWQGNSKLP
CRFBP-R2 agonist: agonists of CRF-BP/CRF-R2 complex, primary screen, cell-based, HEK293, calcium dye fluorescence, uHTS; CRF-binding protein / CRF receptor 2 complex (human); calcium dye fluorescence (FLIPR); percent of saturating CRF peptide response; activation, % at 13.2 µM; hit rate 0.46% among 350,000; AID 588473, 2011;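 active = activation of at least 50%, plus an integration ratio under a set limit after plate pattern correction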;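 also: plate controls were neutral control wells without compound for no effect and CRF at EC100 for full effect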
CHRM4 antagonist: human M4 muscarinic receptor antagonists, primary screen, CHO cells, Fluo-8 calcium fluorescence. inhibition, % at 3 µM. hit rate 0.73% among 360,000. CHO-hM4 cells, ACh EC80. Muscarinic acetylcholine receptor M4 (Homo sapiens), P08173. AID 624125, 2012;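 active = inhibition above its plate's cutoff, the mean inhibition of sample wells plus 3 SD, cut at about 27% in these data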;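 also: 0% = acetylcholine EC80 with DMSO and 100% = DMSO without agonist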
Target sequence (P08173 whole entry, looked up): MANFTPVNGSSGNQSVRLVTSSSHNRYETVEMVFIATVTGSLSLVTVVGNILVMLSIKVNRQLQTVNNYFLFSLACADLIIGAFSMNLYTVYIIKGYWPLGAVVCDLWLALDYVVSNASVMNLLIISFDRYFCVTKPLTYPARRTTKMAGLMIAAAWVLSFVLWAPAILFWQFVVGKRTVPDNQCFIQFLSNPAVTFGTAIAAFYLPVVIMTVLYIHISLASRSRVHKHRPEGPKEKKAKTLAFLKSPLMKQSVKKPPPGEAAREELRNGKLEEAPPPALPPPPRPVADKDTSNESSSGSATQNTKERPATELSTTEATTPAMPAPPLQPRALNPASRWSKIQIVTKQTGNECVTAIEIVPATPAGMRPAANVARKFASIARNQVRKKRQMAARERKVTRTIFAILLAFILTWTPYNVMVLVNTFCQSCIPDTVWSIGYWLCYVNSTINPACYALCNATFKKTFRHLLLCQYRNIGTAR
CHRM4 PAM: human M4 muscarinic receptor positive allosteric modulators, primary screen, CHO-K1 cells, Fluo-8 calcium fluorescence | Muscarinic acetylcholine receptor M4 (Homo sapiens), P08173 | CHO-K1 hM4/Gqi5, ACh EC20; 0% = ACh EC20, 100% = maximal ACh | activation, % at 3 µM | hit rate 0.4% among 360,000;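 active = activation above its plate's cutoff, the mean activation of sample wells plus 3 SD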; also: some results filed as inactive read as strong as hits
CRFR2-BP antag: antagonists of CRF-BP/CRF-R2 complex, primary screen, cell-based, HEK293, calcium dye fluorescence, uHTS; CRF-induced calcium fluorescence; inhibition, % at 11.8 µM; hit rate 0.59% among 350,000;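 active = inhibition of the ligand-induced calcium signal above about 50% at the single tested concentration, limit read from the data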
CHRM5 PAM: human M5 muscarinic receptor positive allosteric modulators, primary screen, CHO-K1 cells, Fluo-8 calcium fluorescence; Muscarinic acetylcholine receptor M5 (Homo sapiens), P08912; CHO-K1 hM5, ACh EC20 PAM; 0% = ACh EC20, 100% = ACh EC100; activation, % at 3 µM; hit rate 0.3% among 360,000;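 active = activation above the run cutoff, the mean activation of all test compounds plus 3 SD, cut at about 18% in these data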
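Measured by: Fluo-8 calcium fluorescence; material: human M5 receptor in CHO-K1 cells; schedule: Post-acetylcholine fluorescence recording 140 s; benchmarks: low control EC20 acetylcholine (0%), high control EC100 acetylcholine (100%); read-out: Max/basal fluorescence ratio as % of EC20–EC100 ACh window; compound: single dose, 3 µM nominal final test concentration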
M5 ag: human M5 muscarinic receptor agonists, primary screen, CHO-K1 cells, Fluo-8 calcium fluorescence; CHO-K1 hM5 cells; 0% DMSO wells, 100% maximal acetylcholine response; activation, % at 3 µM; hit rate 0.19% among 360,000;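 active = activation above the run's mean over test compounds plus 3 SD, cut at about 23% in these data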;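 also: signal is peak over basal fluorescence ratio across the kinetic read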
IDE cell inh: human IDE inhibitors in live cells, primary screen, fluorescence polarization, HEK cells, FAbetaB substrate; FAbetaB cleavage; inhibition, % at 5.59 µM; hit rate 0.41% among 320,000; AID 434962, 2010;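 active = percent inhibition above the average of all tested compounds plus 3 SD, set per screening campaign, cut at about 16% in these data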;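 also: IDE supplied by intact live HEK cells; FP after avidin binding of uncleaved biotin substrate so inhibition keeps polarization high; 0% = DMSO wells and 100% = 60 µM reference IDE inhibitor Ii1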
CHRM4 agonist: human M4 muscarinic receptor agonists, primary screen, CHO-K1 cells, Fluo-8 calcium fluorescence; Muscarinic acetylcholine receptor M4 (Homo sapiens), P08173; CHO-K1 hM4/Gqi5; vehicle 0%, full acetylcholine response 100%; activation, % at 3 µM; hit rate 0.14% among 360,000; AID 624127, 2012;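 active = activation above the run mean over all test wells plus 3 SD, cut at about 32% in these data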;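 also: peak over basal fluorescence ratio per well then scaled between controls; 0% = DMSO wells and 100% = acetylcholine at EC100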
Numbers without * were called inactive; . = not tested or not shown.

SMILES	M5 antag	CRFBP-R2 agonist	CHRM4 antagonist	CHRM4 PAM	CRFR2-BP antag	CHRM5 PAM	M5 ag	IDE cell inh	CHRM4 agonist
COc1cccc(NC(=O)c2oc3ccccc3c2NC(=O)C(C)(C)C)c1	4	-0.2	-8	-9	-13	-10	-4	0	-2
CCNC(=S)N(CCc1c(C)[nH]c2ccc(Cl)cc12)Cc1cccnc1	8	-3.1	-3	2	-18	-8	-4	-2	5
O=C(CCCC(=O)N(CC(=O)NC1CCCCC1)c1ccccc1F)Nc1ccccn1	-4	-0.8	-11	2	9	5	-2	-1	2
O=C(CCNS(=O)(=O)c1ccc2[nH]c(=O)oc2c1)Nc1ccccc1	-1	0.4	-10	4	-2	0	-3	-4	1
CCS(=O)(=O)N1CCC(NC(=O)C2CCCCC2)CC1	-4	-1.4	-3	3	1	7	1	-3	1
O=C(c1ccccc1)C1CCN(C(=O)c2ccco2)CC1	-3	-0.7	-4	2	1	-4	-2	0	2
COc1ccc2cc(Br)ccc2c1CC(=O)N1CCCC1	12	0.2	2	-4	1	0	0	5	-1
CC(=O)COC(=O)C1CC(=O)N(c2ccc(C)c(C)c2)C1 (configuration not stated)	2	-0.6	-3	-5	0	1	2	3	1
CCCN(C(=O)COC(=O)CCOc1ccccc1)c1c(N)n(Cc2ccccc2)c(=O)[nH]c1=O	9	-0.7	6	1	-7	2	-2	-3	0
O=C(CSc1nncn1-c1ccccc1F)NC1CCCCC1	7	2.9	0	7	-2	-2	4	5	1
COCC(C)n1c(C)cc(C(=O)COC(=O)CNC(=O)c2ccccc2)c1C (configuration not stated)	0	1.2	6	-5	4	-4	1	3	0
O=C(Cn1nnc(-c2ccccc2NC(=O)C2CC2)n1)NC1CCCCC1	-6	-2.5	-11	13	-8	3	2	3	1
Cc1cc(=O)[nH]c(SCC(=O)N2C(C)CCCC2C)n1 (configuration not stated)	10	2.6	-5	4	4	4	-2	6	0
COc1cccc(C(=O)COc2cccc(NC(=O)c3ccco3)c2)c1	10	1.1	0	-7	1	-9	-1	-2	7
CCCCOC(=S)NC(=O)c1sc2ccccc2c1Cl	-4	-4.1	-1	-3	17	-3	0	-3	0
CCn1c(SCC(=O)Nc2cc(C)on2)nnc1-c1cccc(C)c1	14	-0.7	4	-5	8	-6	-3	-4	0
CCNC(=O)Nc1ccccc1C(=O)OC	5	-2.0	-3	2	34	-2	-3	-1	1
O=C(NN1CCOCC1)c1ccc(Cl)c([N+](=O)[O-])c1	18	-0.5	3	-3	-3	-3	-3	-3	1
COc1ccc(NS(=O)(=O)c2c(C)[nH]c(=O)[nH]c2=O)c(OC)c1	-7	-1.5	-3	10	6	6	0	-1	0
O=C(N/N=C/c1cc(Br)cc([N+](=O)[O-])c1O)c1ccc(NC(=O)c2ccc(F)cc2)cc1	4	-1.9	-6	3	28	-6	-2	-3	1
Cc1ccc(S(=O)(=O)N(C)C)cc1NC(=O)c1cc(-c2ccncc2)nc2ccccc12	9	-2.3	-12	-7	-1	-24	3	2	16
c1ccc(-c2cnnc3ccccc23)cc1	5	-1.1	7	-5	-4	2	-2	10	1
CC(C)Oc1cccc(-c2nnc(SCC(=O)Nc3ccc4c(c3)OCCO4)n2N)c1	0	-0.7	6	-6	-7	-9	0	-6	2
Cc1ccn2cc(C(=O)Nc3nnc(C)s3)nc2c1	1	0.0	-4	-2	-7	-5	0	-1	4
CCOC(=O)c1ccc(NC(=O)c2ccc(NS(C)(=O)=O)cc2)cc1	4	-0.9	-1	3	-12	0	4	5	6
Cc1cccc(C(=O)N2CCN(c3ccc(N4CCOCC4)nn3)CC2)c1	2	-0.3	-7	1	-23	3	-3	-1	0
COc1ccc(OCC#CCn2ccnc2)cc1	3	-0.7	-9	2	-3	-4	0	-2	9
Cc1ccc2nc(C)c(C(=O)N/N=C/c3cccs3)n2c1	-7	0.7	-4	3	7	3	2	0	2
CC(=O)c1c(C)oc2c1cc(O)c1ccccc12	-3	-0.3	5	10	2	6	4	-4	1
O=C(COC(=O)CNC(=O)c1ccc(F)cc1)NC1CCCc2ccccc21 (configuration not stated)	12	-0.8	14	-3	0	-2	2	-3	2
O=C(Nc1ccccc1N1CCCCC1)c1ccc([N+](=O)[O-])o1	-6	0.0	-20	-1	-8	9	-1	.	-2
Nc1ncnc2sc3c(c12)CCNC3	9	2.7	3	3	11	1	-1	1	0
O=S(=O)(/N=C(/c1ccccc1)N1CCCCC1)c1ccccc1	9	-0.5	3	-4	-2	-3	0	-1	1
CCOC(=O)CC(=O)CSc1nnc(Cn2c(=O)sc3ccccc32)n1C	-4	1.1	10	-6	6	7	-2	3	0
CCOC(=O)C1CCN(S(=O)(=O)c2c(C(=O)N3CCCCC3)c(C)n(C)c2C)CC1	-4	1.0	9	-1	-1	4	-2	-11	1
COCCCNC(=O)c1cn(C)c(=O)c2cc(OC)c(OC)cc12	-7	1.6	-2	-1	6	9	1	9	1
C[C@@]12CCC=C[C@H]1[C@H](c1ccc3ccccc3c1/C=C/c1ccccc1)N(Cc1ccccc1)C2=O	1	2.5	2	9	-11	6	12	5	0
O=S(=O)(c1cccs1)n1cnc2ccccc21	-5	0.0	2	2	7	0	0	-3	1
CCOC(=O)C1=C(O)C(=O)N(c2ccccc2)C1c1cccc([N+](=O)[O-])c1 (configuration not stated)	3	-0.7	1	-3	15	-4	2	-1	11
c1ccc(-c2cc(NCCN3CCCCC3)c3ccccc3n2)cc1	-2	-1.1	2	-6	8	1	-11	6	0
Cc1nc2ccccn2c1C(=O)N/N=C/c1ccc([N+](=O)[O-])o1	-3	-0.3	-3	6	-3	8	0	-2	1
CC1(Cc2cccc(F)c2)C(=O)Nc2ccc(-c3cccnc3)cc21 (configuration not stated)	10	.	0	-12	.	-10	2	.	11
Cc1cc(=O)oc2cc(OCC(=O)NCCCn3ccnc3)ccc12	6	0.3	6	3	3	0	-5	5	1
N/C(CN1CCCC1=O)=N\OC(=O)c1ccccc1Cl	-2	-0.5	12	1	10	0	1	-5	1
CC1CCCCN1CC(=O)c1c[nH]c2ccccc12 (configuration not stated)	0	1.3	-9	2	-3	-3	-3	8	1
O=C(Nc1cccc(C(F)(F)F)c1)C(Sc1cccc[n+]1[O-])c1ccccc1 (configuration not stated)	1	-0.8	5	-1	3	-1	-2	11	0
Cc1ccc(S(=O)(=O)N2[C@@H](c3cccc(Cl)c3)C(C(=O)O)=CC[C@H]2c2ccc(Cl)cc2)cc1	6	6.9	10	3	20	2	2	-1	-1
COc1cc(NC(=O)c2ccccc2[N+](=O)[O-])ccc1NC(=O)c1cc2ccccc2o1	9	-0.4	9	-30	-10	-18	8	-3	23
CC(=O)c1c(C)[nH]c(C(=O)OCC(=O)Nc2ccc(Cl)cc2[N+](=O)[O-])c1C	23	-1.9	5	-12	-45	-17	8	8	11
Cc1ccc(S(=O)(=O)N2CCN(S(=O)(=O)c3ccc4c(c3)OCCO4)CC2)cc1	-2	-4.9	9	-6	19	5	0	5	0
O=C(/C=C/c1cnc2ccccc2n1)NC12CC3CC(CC(C3)C1)C2	1	-1.9	-3	10	-5	-2	-3	-5	0
CSc1nc(N)nc2c1ncn2CC(=O)NCc1ccccc1	-4	1.6	-7	-1	-17	-1	3	0	3
S=C(Nc1ccccc1Cl)N(CCCN1CCOCC1)Cc1ccccn1	10	0.7	-3	0	14	-1	-2	10	1
CCC(=O)CCC(=O)c1ccc2ccccc2c1	4	6.4	2	-5	-14	-3	-3	2	1
CC(CCc1ccc(O)cc1)NCc1ccc(Br)cc1 (configuration not stated)	-3	2.5	2	-14	1	-14	-20	2	8
Cc1cc(C)nc(Sc2nc(Nc3ccccc3)nc(Sc3nc(C)cc(C)n3)n2)n1	10	-4.0	-3	1	3	-5	-3	-4	1
COc1ccc(-c2ncccc2O)cc1	-8	-0.6	-5	15	0	5	-1	0	1
O=C(c1ccccc1Cl)N1CCN(C(=O)C2CCCO2)CC1 (configuration not stated)	3	-0.1	17	3	-4	0	1	.	0
COc1ccc2c(c1)c1nc3ccccc3nc1n2CCn1c(=O)oc2ccccc21	3	1.9	-1	0	15	0	-1	3	1
CC1=CC(c2ccc(Cl)cc2)n2nc(NC(=O)CCCC(=O)O)nc2N1 (configuration not stated)	7	-0.2	5	3	-3	-2	1	2	-1

Full records as entered above.
Cc1cc(C)nc(Sc2nc(Nc3ccccc3)nc(Sc3nc(C)cc(C)n3)n2)n1 reads M5 antag: 10; CRFBP-R2 agonist: -4.0; CHRM4 antagonist: -3; CHRM4 PAM: 1; CRFR2-BP antag: 3; CHRM5 PAM: -5; M5 ag: -3; IDE cell inh: -4; CHRM4 agonist: 1
CC(=O)c1c(C)[nH]c(C(=O)OCC(=O)Nc2ccc(Cl)cc2[N+](=O)[O-])c1C reads M5 antag: 23; CRFBP-R2 agonist: -1.9; CHRM4 antagonist: 5; CHRM4 PAM: -12; CRFR2-BP antag: -45; CHRM5 PAM: -17; M5 ag: 8; IDE cell inh: 8; CHRM4 agonist: 11
CC(CCc1ccc(O)cc1)NCc1ccc(Br)cc1 (configuration not stated) reads M5 antag: -3; CRFBP-R2 agonist: 2.5; CHRM4 antagonist: 2; CHRM4 PAM: -14; CRFR2-BP antag: 1; CHRM5 PAM: -14; M5 ag: -20; IDE cell inh: 2; CHRM4 agonist: 8

Next section:
SMILES	M5 antag	CRFBP-R2 agonist	CHRM4 antagonist	CHRM4 PAM	CRFR2-BP antag	CHRM5 PAM	M5 ag	IDE cell inh	CHRM4 agonist
CCOC(=O)c1c(C)nn(Cc2ccccc2)c1N	-12	-0.4	2	-2	3	7	1	8	3
Cc1cc(/C=C2\SC(N)=NC2=O)c(C)n1-c1ccc(F)cc1	-2	-6.2	0	7	-69	-3	-2	-2	0
Cc1cc(C)n(CC(O)CN(c2ccccc2)S(=O)(=O)c2ccc3ccccc3c2)n1 (configuration not stated)	-7	-3.0	0	1	-3	2	-2	1	1
CCOc1ccccc1C(=O)n1nc(C)cc1C	-2	2.3	4	1	-22	0	-12	0	1
COc1cccc(CN2CCNC(=O)C2CC(=O)N(C)C2CCOCC2)c1OC (configuration not stated)	28*	-0.4	7	-3	16	-8	-6	0	0
O=C(c1nc(-c2ccccc2)n(-c2ccccc2)n1)N1CCCCCC1	-3	-1.1	3	1	-11	-1	-3	5	-1
Cc1ccc(S(=O)(=O)N2CCN(C(=O)COC(=O)C3CCC3)CC2)cc1	-2	-0.7	-1	11	-5	-1	0	4	3
O=C(Cn1cc[n+](CC(=O)c2ccc(Cl)cc2Cl)c1)c1ccc(Cl)cc1Cl	4	0.9	3	-9	32	-4	-12	-3	0
CCCCC(=O)Nc1cccc(C(=O)N/N=C/c2ccc(OC)cc2OC)c1	6	-1.8	-7	-4	-5	-12	1	-7	5
O=C(CSc1nnc(-c2ccccc2O)n1-c1ccccc1)Nc1cccc(C(=O)O)c1	-11	-6.4	-9	1	7	4	1	1	0
CCOC(=O)C1CCN(S(=O)(=O)c2cccc(-c3cn4ccccc4n3)c2)CC1	4	-0.7	5	-17	-6	-11	2	2	8
